From PubChem BioAssay
FXIIa inh 1536: factor XIIa (human) inhibition; P00748; purified FXIIa, Boc-QGR-AMC fluorogenic substrate, 2 h; inhibition, % at 5 µM; 220,000 tested, 0.3% active; in the data active = inhibition above about 40%;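 also: 0% = enzyme with no compound and 100% = blank without enzyme; many of its hits are not listed in these tables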
Calpain2 inh: blocks pig calpain II enzyme activity; purified calpain II, fluorogenic peptide substrate, 30 min; inhibition, % at 16 µM; 220,000 tested, 0.37% active; AID 1236;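 active = inhibition above about 50%, limit read from the data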
Cl transport mod: KCC2 (human) Cl- transport modulation; Q9H2X9; KCC2 cells, thallium flux FluoZin-2 fluorescence; B-score of Tl+ flux slope (higher = more flux/activation; lower = inhibition) at 10 µM; 190,000 tested, 2.2% active; AID 1456;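 active = thallium flux slope and its plate-corrected score both differing from the plate sample mean at a set confidence after two filtering rounds, in either direction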;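 also: slope of fluorescence scaled to starting intensity during 10 to 20 s after thallium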
PERK inh: blocks human PERK kinase; inhibition, % at 5.6 µM; AID 1416; CHO PERK-DD fusion, SEAP luminescence translation reporter; 220,000 tested, 0.17% active; Q9NZJ5;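 active = inhibition above the mean inhibition of all tested compounds plus 3 SD, set separately per screening campaign, cut at about 2.9% in these data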;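 also: PERK kinase domain activated by AP20187 dimerizer at 100 nM; 0% = DMSO with dimerizer and 100% = rapamycin at 8.4 µM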
Target sequence (Q9NZJ5 whole entry, looked up, the tested form may be a part): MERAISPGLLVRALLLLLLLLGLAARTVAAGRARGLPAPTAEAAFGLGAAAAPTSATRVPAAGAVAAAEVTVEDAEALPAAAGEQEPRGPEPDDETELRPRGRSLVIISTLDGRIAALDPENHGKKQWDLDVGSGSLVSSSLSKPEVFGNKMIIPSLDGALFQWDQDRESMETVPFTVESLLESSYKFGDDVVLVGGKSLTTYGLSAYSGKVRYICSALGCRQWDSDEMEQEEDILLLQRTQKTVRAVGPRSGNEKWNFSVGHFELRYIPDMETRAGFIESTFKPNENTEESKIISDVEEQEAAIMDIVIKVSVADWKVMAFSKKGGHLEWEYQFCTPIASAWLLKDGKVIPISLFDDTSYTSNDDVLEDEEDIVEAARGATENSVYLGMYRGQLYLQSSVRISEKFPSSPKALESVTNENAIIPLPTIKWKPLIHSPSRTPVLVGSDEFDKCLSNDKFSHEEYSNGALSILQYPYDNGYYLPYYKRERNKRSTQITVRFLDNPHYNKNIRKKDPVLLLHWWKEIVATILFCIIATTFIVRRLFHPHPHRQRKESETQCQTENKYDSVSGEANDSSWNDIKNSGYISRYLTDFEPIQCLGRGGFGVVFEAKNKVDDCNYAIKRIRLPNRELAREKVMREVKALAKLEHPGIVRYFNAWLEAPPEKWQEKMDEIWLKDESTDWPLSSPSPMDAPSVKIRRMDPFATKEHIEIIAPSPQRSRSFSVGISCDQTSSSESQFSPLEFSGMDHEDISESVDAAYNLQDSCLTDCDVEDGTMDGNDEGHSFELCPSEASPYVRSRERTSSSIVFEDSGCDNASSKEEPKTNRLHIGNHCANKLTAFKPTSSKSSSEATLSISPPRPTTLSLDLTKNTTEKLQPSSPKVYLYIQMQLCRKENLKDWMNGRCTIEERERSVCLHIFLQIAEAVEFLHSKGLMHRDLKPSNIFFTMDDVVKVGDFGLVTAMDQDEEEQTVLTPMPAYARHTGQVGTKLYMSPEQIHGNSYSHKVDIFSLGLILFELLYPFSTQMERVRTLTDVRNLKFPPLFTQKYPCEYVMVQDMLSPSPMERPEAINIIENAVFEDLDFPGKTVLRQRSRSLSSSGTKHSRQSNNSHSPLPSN
Rad51 HR inh: blocks human Rad51 in homologous recombination; Q06609; hRad51 DNA strand exchange, fluorescence dequenching; inhibition, % at 10 µM; 200,000 tested, 0.085% active; AID 1385;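 active = inhibition above 40% at the single screening dose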;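 also: 0% = DMSO control wells and 100% = blanks with heterologous ssDNA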
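material = hRad51 filaments on single-stranded DNA | reagent = Donor/quencher-labelled 47-bp dsDNA substrate | compound = 10 µM final, single point | schedule = strand-exchange reaction 15 min at room temperature | measured by = fluorescein emission 520 nm, excitation 485 nm | read-out basis = % inhibition versus plate control and blank means | benchmarks = plate controls and plate blanks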
hK5 inh: kallikrein 5 (human) inhibition; Q9Y337; recombinant hK5, fluorogenic AMC substrate cleavage; inhibition, % at 5 µM; 210,000 tested, 0.59% active;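 active = inhibition of 40% or more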;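 also: 0% = enzyme controls without compound and 100% = no-enzyme blanks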
FXIa inh 1536: factor XIa (human) inhibition; purified FXIa, Boc-Glu-Ala-Arg-AMC fluorogenic substrate; P03951; inhibition, % at 5 µM; 220,000 tested, 0.14% active;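 active = inhibition of at least 40%; inactive = inhibition below 40%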;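 also: fluorescence of freed AMC excited at 355 nm; 0% = enzyme without compound and 100% = no enzyme blank; many of its hits are not listed in these tables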
Furin inhibitor: inhibitors of human furin | inhibition, % at 30 µM | AID 463115 | 220,000 tested, 0.061% active | P09958 | purified furin, fluorogenic substrate cleavage; in the data active = inhibition above about 25%; also: inactives centre near -15
thrombin 1536: thrombin (human) inhibition; P00734; alpha-thrombin, Boc-VPR-AMC fluorogenic substrate cleavage; inhibition, % at 5 µM; 220,000 tested, 0.26% active;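 active = inhibition at or above 40%; inactive = inhibition below 40%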;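 also: 0% = enzyme with no compound and 100% = wells without enzyme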
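Material: Human alpha-thrombin protein | Buffer or medium: pH 7.5 Tris-saline with Tween 20 | Reagent: Boc-VPR-AMC substrate, 15 µM final | Schedule: Reaction at ambient temperature | Detection: AMC fluorescence at 355 nm excitation and 460 nm emission | Evaluation: Percent inhibition scaled between no-compound controls and no-enzyme blanks | Controls: no-compound enzyme wells and no-enzyme blanks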
Starred values were filed as active, the others as inactive; · = no result given; [ ] = another dose, or the depositor's remark. Only part of the results is shown (hit frequency here may not be typical).

SMILES	FXIIa inh 1536	Calpain2 inh	Cl transport mod	PERK inh	Rad51 HR inh	hK5 inh	FXIa inh 1536	Furin inhibitor	thrombin 1536
CCOc1cccc(C(=O)NC(=S)NCc2cccnc2)c1	18	21	-1.1	-0.3	12	-8	7	-15	2
Fc1cccc(Cn2cc(C(=S)N3CCOCC3)c3ccccc32)c1	8	23	-0.66	-0.3	·	·	-2	-12	-7
c1ccc(CN2CCN(c3nc(-c4ccccc4)nc(-n4ccnc4)n3)CC2)cc1	-1	6	-0.95	-1.7	-34	-1	-4	-12	-7
COC(=O)c1c(SCC(=O)Nc2ccc(C)c(C)c2)nc(=O)[nH]c1C	16	10	0.18	0.1	5	7	4	2	5
CCOC(=O)CNC(=O)CSc1nnc(Cn2cnc3ccccc32)n1C	8	27	0.022	0.7	4	-24	-1	-16	0
COc1ccc(NC(=O)CCC(=O)OCc2ccc(Br)cc2)cc1	14	-7	-0.25	2.0	-16	-7	8	-24	0
Cc1nc(C)c(Cc2ccccc2Cl)c(=O)[nH]1	12	1	0.55	0.6	-25	-8	4	-11	-7
COC(=O)C1=C(C)N=c2s/c(=C/c3ccoc3)c(=O)n2C1c1ccccc1 (stereo unspecified)	14	-11	-0.6	0.0	-173	39	15	-11[20 µM]	15
O=S(=O)(/N=C/N1CCOCC1)c1ccc(Cl)cc1	3	-9	0.44	1.3	-3	-4	-6	-19	-2
CCCCSc1nc2ccc(Nc3nc(N4CCOCC4)nc(N4CCOCC4)n3)cc2s1	16	5	-0.0036	-0.8	-8	-5	2	-8[20 µM]	2
COc1c(OC2OC(C(=O)O)C(O)C(O)C2O)cc(O)c2c(=O)cc(-c3ccccc3)oc12 (stereo unspecified)	17	-16	-0.14	0.4	2	-1	8	0	6
Cc1sc(NC(=O)c2ccccc2F)c(CN2CCCCC2)c1C	6	4	0.48	-0.1	·	-18	6	-22	-3
CCC/C(=N\NC(=O)c1cccc(C)c1)c1ccccc1	6	-2	2	-0.2	-15	-8	7	-22	-1
CCc1ccc(C(=O)Nc2cc(C)ccc2F)s1	1	24	0.34	0.2	0	-1	-3	-27	-3
Cc1ccc(-c2n[nH]c(=O)c3ccccc23)cc1N	18	-28	·	0.3	-1	-4	-5	-9	2
Cc1cccc(C)c1NC(=O)CN(c1ccccn1)S(=O)(=O)c1ccccc1	6	-107	1.9	-0.1	3	-5	-6	-22	-7
CCOc1cc(C(=S)N2CCOCC2)ccc1OC(=O)/C=C/c1ccc(OC)c(OC)c1	9	-1	0.42	-0.6	·	-14	-3	-23	-5
COc1cc(/C=C/CN2CCN(CCC(C)C)C(CCO)C2)ccc1O (stereo unspecified)	5	3	0.73	-0.5	20	-2	1	-7	2
COc1ccc2ccccc2c1C1CC(=O)N2CN(Cc3ccco3)CSC2=C1C#N (stereo unspecified)	10	24	-1.6	0.2	2	1	7	-8	-2
COc1cc(NC(=O)CC(C)C)ccc1NC(=O)c1ccco1	·	·	0.15	-0.2	0	·	·	-5[20 µM]	·

Rewritten as comma-separated lines: 11 of the compounds above.
Molecule,FXIIa inh 1536,Calpain2 inh,Cl transport mod,PERK inh,Rad51 HR inh,hK5 inh,FXIa inh 1536,Furin inhibitor,thrombin 1536
CCCCSc1nc2ccc(Nc3nc(N4CCOCC4)nc(N4CCOCC4)n3)cc2s1,16,5,-0.0036,-0.8,-8,-5,2,-8[20 µM],2
COc1c(OC2OC(C(=O)O)C(O)C(O)C2O)cc(O)c2c(=O)cc(-c3ccccc3)oc12 (stereo unspecified),17,-16,-0.14,0.4,2,-1,8,0,6
Cc1sc(NC(=O)c2ccccc2F)c(CN2CCCCC2)c1C,6,4,0.48,-0.1,·,-18,6,-22,-3
CCC/C(=N\NC(=O)c1cccc(C)c1)c1ccccc1,6,-2,2,-0.2,-15,-8,7,-22,-1
CCc1ccc(C(=O)Nc2cc(C)ccc2F)s1,1,24,0.34,0.2,0,-1,-3,-27,-3
Cc1ccc(-c2n[nH]c(=O)c3ccccc23)cc1N,18,-28,·,0.3,-1,-4,-5,-9,2
Cc1cccc(C)c1NC(=O)CN(c1ccccn1)S(=O)(=O)c1ccccc1,6,-107,1.9,-0.1,3,-5,-6,-22,-7
CCOc1cc(C(=S)N2CCOCC2)ccc1OC(=O)/C=C/c1ccc(OC)c(OC)c1,9,-1,0.42,-0.6,·,-14,-3,-23,-5
COc1cc(/C=C/CN2CCN(CCC(C)C)C(CCO)C2)ccc1O (stereo unspecified),5,3,0.73,-0.5,20,-2,1,-7,2
COc1ccc2ccccc2c1C1CC(=O)N2CN(Cc3ccco3)CSC2=C1C#N (stereo unspecified),10,24,-1.6,0.2,2,1,7,-8,-2
COc1cc(NC(=O)CC(C)C)ccc1NC(=O)c1ccco1,·,·,0.15,-0.2,0,·,·,-5[20 µM],·

The listing picks up, starting 3 compounds before the break.
SMILES	FXIIa inh 1536	Calpain2 inh	Cl transport mod	PERK inh	Rad51 HR inh	hK5 inh	FXIa inh 1536	Furin inhibitor	thrombin 1536
COc1cc(/C=C/CN2CCN(CCC(C)C)C(CCO)C2)ccc1O (stereo unspecified)	5	3	0.73	-0.5	20	-2	1	-7	2
COc1ccc2ccccc2c1C1CC(=O)N2CN(Cc3ccco3)CSC2=C1C#N (stereo unspecified)	10	24	-1.6	0.2	2	1	7	-8	-2
COc1cc(NC(=O)CC(C)C)ccc1NC(=O)c1ccco1	·	·	0.15	-0.2	0	·	·	-5[20 µM]	·
O=C(Nc1nccs1)c1ccc(COc2ccc(Cl)cc2)o1	11	-77	-0.82	0.0	7	-25	4	-22[20 µM]	-6
CCOc1ccc(N(CC(=O)NC2CCCC2)C(=O)CCCC(=O)Nc2ccccn2)cc1	3	-5	-0.16	-0.5	7	-16	3	-3[20 µM]	-8
O=C1c2ccccc2-c2c1cccc2C(=O)N(CCO)CCO	3	-6	0.22	0.4	6	4	-3	0	-2
Cc1c(C(=O)OC(C)C)sc(NC(=O)C2CCCO2)c1C(=O)OC(C)C (stereo unspecified)	-3	3	-0.21	-0.9	4	-2	-8	-9[20 µM]	-2
Cc1nn(C2CCS(=O)(=O)C2)c(C)c1C=O (stereo unspecified)	4	10	-1.3	0.4	4	-7	-3	-12	0
COc1ccc(NC(=O)CC2C(=O)N(c3ccccc3)C(=O)N2Cc2ccco2)cc1 (stereo unspecified)	2	4	0.053	0.2	-2	-5	0	-17	-8
O=C(COc1ccccc1)Nc1ccc(Cl)cc1Cl	11	-18	·	1.4	2	7	0	-28	-4
Cc1ccc(Cn2nc(C)c(NC(=O)CCCn3nc(C)c([N+](=O)[O-])c3C)c2C)cc1	6	20	0.062	-1.0	3	-14	5	5	-9
CC(C)c1ccc(C2C3=C(COC3=O)Nc3cc4c(cc32)OCO4)cc1 (stereo unspecified)	10	-63	0.098	2.4	·	·	1	-33	4
COCC(=O)Nc1sc2c(c1C(=O)OC)CCCC2	-13	8	1.3	0.0	1	5	-12	-11[20 µM]	-1
CC(C)n1c(-c2ccccc2)nc(=S)c2c1CCCC2	9	12	0.68	-0.1	·	-4	5	-2	-1
Cc1ccc(C)c(CSc2nnc(-c3cccnc3)o2)c1	30	3	-0.84	-0.2	3	-14	17	-10	-2
Cc1ccc(/C=C2\SC(N3CCN(C(c4ccccc4)c4ccccc4)CC3)=NC2=O)o1	5	-91	-0.5	0.5	2	-4	9	3	-2
CCN(CCn1cccn1)C(=O)CC1C(=O)NCCN1Cc1ccc(F)cc1 (stereo unspecified)	9	20	0.1	0.2	0	2	-4	-15	-6
c1ccc(C2CCC3(CC2)Oc2ccccc2C2CC(c4cccnc4)=NN23)cc1 (stereo unspecified)	9	-50	-0.38	0.3	12	-16	0	-7	-8
O=S(=O)(CCNCc1cccs1)c1ccc(Cl)cc1	-1	3	-0.88	-0.4	-3	50*	-4	-4	-7
Cc1ccc2c(c1)NC(=O)C(CC(=O)NCCCN1CCN(c3cc(Cl)ccc3C)CC1)O2 (stereo unspecified)	7	-25	-0.017	-0.2	7	-2	-1	-24	-5
CC(C)CCN(C(=O)CNC(=O)c1cccs1)C(C(=O)NC1CCCC1)c1ccncc1 (stereo unspecified)	13	-18	-1.3	0.1	4	3	1	-28	1
N#C/C(=C\c1cc(Cl)c(OCc2ccc(Cl)cc2)c(Cl)c1)C(N)=O	8	-29	0.48	0.0	16	-1	0	-22	5
O=C(O)CC(SCc1ccc(C(=O)O)o1)C(=O)O (stereo unspecified)	2	9	0.72	0.0	5	12	2	-11[20 µM]	0
C/C=C\C=C/C(=O)Nc1cccc(C2=NOC3(C2)C[C@@H](C(N)=O)N(C(=O)c2ccccc2)C3)c1 (stereo partly specified)	9	4	-1.3	·	-8	1	2	-20	3
CC(=O)Nc1ccc(NC(=O)c2ccccc2S(=O)(=O)c2ccccc2[N+](=O)[O-])cc1	25	12	-1.1	-0.7	2	-16	17	-8	-4
Cc1nnsc1SCCNC(=O)c1c(F)cccc1F	6	12	·	0.4	15	-15	-6	-20[20 µM]	0
CCc1n[nH]c(=S)n1/N=C/c1ccc(N(C)c2ccccc2)cc1	0	40	9.5*	0.4	·	-6	-2	-14	-7
COc1ccc(N2C(=O)CNC2=S)cc1	1	13	0.069	-1.1	·	-32	-6	-25	-7
Cc1nn(Cc2c(Cl)cccc2Cl)c(Cl)c1/C=N/NC(=O)c1cccnc1	21	-4	-1.4	-0.3	5	-13	12	-20	-3
NC(=S)Nc1cccc(O)c1	12	11	·	1.9	-6	0	-2	-33	-1
CCCP(=O)(CCC)CCP(=O)(c1ccccc1)c1ccccc1	14	-18	0.93	1.3	7	-4	10	-17	-1
CN(Cc1ccccc1)Cc1nc2c([nH]1)c(=O)[nH]c(=O)n2C	11	-11	·	0.6	-5	-21	8	-27	0
S=C(NCc1cccnc1)Nc1ccc(Cl)cc1	-6	-15	-0.085	0.2	·	-4	1	-7	-1
COc1ccc(C(=O)c2sc(Nc3cccc(OC)c3)c(C(=O)Nc3cccc(C)c3C)c2N)cc1	22	-330	0.018	-0.1	1	0	9	-4[20 µM]	5
COc1ccc(/C=N\NC(=O)/C(=C\Nc2nccc(C)n2)NC(=O)c2ccccc2)cc1	5	4	·	-0.7	10	9	3	4[20 µM]	-5
CC(C)(C)c1ccc(S(=O)(=O)Nc2ccccn2)cc1	9	-23	0.95	0.2	·	2	0	-14	-3
COc1ccccc1NC(=S)NNC(=O)c1cc(C)n(C)n1	10	-33	-0.28	0.4	0	-225	-3	-14[20 µM]	6
O=C(CSc1ccccc1Cl)N1CCC(c2nc3ccccc3s2)CC1	5	10	-1.6	-0.3	-8	-21	-11	-5	-1
